Mdm2 ligase inh = blocks human Mdm2 ubiquitin ligase activity. Q00987. cell-based MDM2 ubiquitination luciferase reporter, 2 h; 0 = plate control, 100 = twice control, blank-subtracted. signal enhancement, % at 5 µM. 210,000 tested, 0.11% active. AID 1230;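 active means signal enhancement of 30% or more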;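 further: luminescence tracks abundance of the self-degrading MDM2-luciferase fusion protein; higher signal means inhibition of MDM2 E3 ligase activity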
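test system = mammalian cells stably expressing self-ubiquitinating, self-degrading MDM2 E3–luciferase fusion | quantity = 2000 cells/well | incubation = cell settling 4 h, compound treatment 2 h, both 37 °C | signal = luminescence with SteadyLite reagent, 15 min at room temperature | evaluation = % enhancement relative to plate controls after blank subtraction | benchmarks = plate controls and plate blanks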
eIF4E-4G inh = blocks eIF4E binding to eIF4G; P63073+Q04637; AID 782; 220,000 tested, 0.37% active; TR-FRET eIF4E-eIF4GI(517-606) binding, 2 h; inhibition, % at 21.7 µM;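 active means inhibition above about 30%, limit read from the data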;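 further: 0% = full FRET control wells and 100% = background wells lacking eIF4GI fragment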
EBV gp42 block = EBV gp42 inhibition; Q1HVG2; Fluorescence polarization binding assay, mP read-out; inhibition, % (tested at 21.74 µM); 220,000 tested, 0.42% active; in the data active means inhibition above about 50%
KCC2 mod = modulates chloride dependent transport by human KCC2; Q9H2X9; KCC2 cells, thallium flux FluoZin-2 fluorescence; B-score of Tl+ flux slope (higher = more flux/activation; lower = inhibition) at 10 µM; 190,000 tested, 2.2% active; AID 1456;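 active means thallium flux slope and its plate-corrected score both differing from the plate sample mean at a set confidence after two filtering rounds, in either direction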;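 further: slope of fluorescence scaled to starting intensity during 10 to 20 s after thallium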
TNF necrop inh = inhibitors of TNF-alpha induced necroptosis in Jurkat FADD-/- cells. Jurkat FADD-/- TNF necroptosis rescue, ATP luminescence, 24 h; 0 = TNF only, 100 = no-TNF cells. activation (protection from cell death), % at 10 µM. 220,000 tested, 0.068% active. AID 463075;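 active means activation, meaning protection from cell death, of at least 50% relative to plate controls; inactive means activation below 50%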;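 further: necroptosis triggered by 40 ng/mL TNF-alpha added together with compound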
PERK inh = human PERK inhibition, primary cell-based screen; inhibition, % at 5.6 µM; Q9NZJ5; CHO PERK-DD fusion, SEAP luminescence translation reporter; AID 1416; 220,000 tested, 0.17% active;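 active means inhibition above the mean inhibition of all tested compounds plus 3 SD, set separately per screening campaign, cut at about 2.9% in these data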;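 further: PERK kinase domain activated by AP20187 dimerizer at 100 nM; 0% = DMSO with dimerizer and 100% = rapamycin at 8.4 µM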
Target sequence (Q9NZJ5 whole entry, looked up, the tested form may be a part): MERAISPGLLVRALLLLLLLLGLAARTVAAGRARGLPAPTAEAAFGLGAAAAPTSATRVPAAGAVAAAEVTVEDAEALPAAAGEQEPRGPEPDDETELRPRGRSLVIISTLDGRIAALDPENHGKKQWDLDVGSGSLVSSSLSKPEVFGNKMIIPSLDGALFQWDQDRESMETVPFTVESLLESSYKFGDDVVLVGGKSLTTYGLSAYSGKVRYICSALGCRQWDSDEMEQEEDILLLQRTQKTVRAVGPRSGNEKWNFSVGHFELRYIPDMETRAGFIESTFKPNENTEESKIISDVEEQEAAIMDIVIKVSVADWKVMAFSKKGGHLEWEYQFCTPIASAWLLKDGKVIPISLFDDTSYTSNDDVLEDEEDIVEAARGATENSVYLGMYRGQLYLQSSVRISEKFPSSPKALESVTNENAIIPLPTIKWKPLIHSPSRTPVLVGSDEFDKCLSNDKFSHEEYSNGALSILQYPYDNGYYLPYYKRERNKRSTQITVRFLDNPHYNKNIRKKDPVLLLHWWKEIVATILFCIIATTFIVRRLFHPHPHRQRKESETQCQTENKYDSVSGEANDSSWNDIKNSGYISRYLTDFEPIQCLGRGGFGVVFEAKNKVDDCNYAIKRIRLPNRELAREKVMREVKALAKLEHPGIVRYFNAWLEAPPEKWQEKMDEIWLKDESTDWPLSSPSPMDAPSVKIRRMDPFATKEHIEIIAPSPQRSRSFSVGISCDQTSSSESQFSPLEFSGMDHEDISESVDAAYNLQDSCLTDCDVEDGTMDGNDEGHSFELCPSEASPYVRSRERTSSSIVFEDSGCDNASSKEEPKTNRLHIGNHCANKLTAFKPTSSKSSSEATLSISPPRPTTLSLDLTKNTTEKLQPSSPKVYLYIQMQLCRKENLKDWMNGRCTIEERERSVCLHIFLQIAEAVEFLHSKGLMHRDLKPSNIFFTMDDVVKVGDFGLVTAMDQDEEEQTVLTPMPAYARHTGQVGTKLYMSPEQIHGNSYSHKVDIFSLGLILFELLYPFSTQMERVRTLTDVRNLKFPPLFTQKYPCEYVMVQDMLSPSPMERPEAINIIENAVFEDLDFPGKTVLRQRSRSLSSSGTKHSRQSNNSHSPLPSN
m-calpain inh = inhibitors of pig calpain II. 220,000 tested, 0.37% active. AID 1236. inhibition, % at 16 µM. purified calpain II, fluorogenic peptide substrate, 30 min;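 active means inhibition above about 50%, limit read from the data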
zVAD death inh = blocks zVAD induced death of L929 cells | L929 zVAD necroptosis rescue, ATP luminescence, 24 h; with zVAD 60 µM | viability rescue, % at 10 µM | 220,000 tested, 0.38% active | AID 1377;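 active means activation, scaled between plate controls, above about 75%, limit read from the data; inactive means activation under that limit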;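 further: 0% = zVAD with DMSO and 100% = DMSO alone without zVAD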
Rad51 HR inh = Rad51 (human) homologous recombination inhibition. Q06609. hRad51 DNA strand exchange, fluorescence dequenching. inhibition, % at 10 µM. 200,000 tested, 0.085% active. AID 1385;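 active means inhibition above 40% at the single screening dose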;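 further: 0% = DMSO control wells and 100% = blanks with heterologous ssDNA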
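material = hRad51 filaments on single-stranded DNA | reagent = Donor/quencher-labelled 47-bp dsDNA substrate | compound = 10 µM final, single point | schedule = strand-exchange reaction 15 min at room temperature | measured by = fluorescein emission 520 nm, excitation 485 nm | read-out basis = % inhibition versus plate control and blank means | benchmarks = plate controls and plate blanks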
Starred values were filed as active, the others as inactive; . = no result given; [ ] = dose if it differs, or a comment.

molecule,Mdm2 ligase inh,eIF4E-4G inh,EBV gp42 block,KCC2 mod,TNF necrop inh,PERK inh,m-calpain inh,zVAD death inh,Rad51 HR inh
O=c1cc(N2CCCC2)[nH]c(=O)n1-c1ccc(Cl)cc1,-7.4,2.5[fluorescence artefact?],3.3,0.404,-1.1,0.4,14.8,0.1,2.4
CCC(CO)N=CC1=C(O)C(C(=O)c2ccccc2)CCC1=O (configuration not stated),-13.2,-1.4,2.7,0.665,1.3,-0.7,0.6,1.0,.
O=c1c2ccccc2nc(N/N=C/c2c(O)ccc3ccccc23)n1O,-35.3,-3.3[fluorescence artefact?],-3.8,0.557,-19.6,0.0,-288.7,33.1,.
CCCCNC(=O)CC1N=C2c3ccccc3N=C(SCC(=O)Nc3cccc(OC)c3)N2C1=O (configuration not stated),-2.5,-3.6,-22.2,-1.51,2.1,0.8,-122.7,1.4,-3.6
O=C(O)C1CCN(c2ncccn2)CC1,-46.1,-0.8,-5.2,0.109,-3.3,0.7,-21.1,0.1,-7.7
Fc1ccccc1N1CCN(C(c2ccccn2)c2nnnn2C2CCCCC2)CC1 (configuration not stated),-14.6,1.1,-12.8,-1.01,0.6,-0.4,15.3,-0.5,1.1
COc1ccc(NC(=O)CSc2c3c(nc4cc(Cl)ccc24)CCCC3)cc1OC,12.8,-9.2,-12.6,-1.26,2.4,-0.6,-3.6,0.3,8.9
COCCSc1ccccc1C(=O)Nc1cc(C)cc(C)c1,-13.5,-3.3,-6.1,-0.512,0.1,1.4,23.1,3.0,3.9
Nc1c(NCCN2CCCCC2)c2ccccc2oc1=O,-4.7,-2.1,-26.9,1.55,1.8,0.4,-2.0,3.3,3.9
C(/C=C/c1ccccc1)=N/N1CCN(c2ccccc2)CC1,-8.2,-2.8,-8.9,.,-2.2,0.3,-21.6,0.1,-5.0
CC(C)N1CCN(C2CSCCSC2)CC1CCO (configuration not stated),-13.9,0.7,-9.6,0.213,1.9,1.7,-21.5,0.8,.
O=C(CN(CC1CCCO1)C(=O)CCC(=O)Nc1nccs1)NCC1CCCO1 (configuration not stated),-5.4,7.3,-24.0,0.00352,1.2,2.2,2.9,0.1,.
O=C(Nc1ccccc1)C1=C[C@H](c2ccc(Br)cc2)C[C@H](OCc2ccc(CO)cc2)O1,.,0.8,-10.7,0.351,3.5,0.3,7.2,0.3,3.9
CSc1ncccc1C(=O)Nc1nc2c(C)cccc2s1,-4.6,5.0,-9.6,2.15,2.3,-0.4,-1.4,1.3,6.2
NC(=S)Nc1ccc(F)c(F)c1F,1.7,0.0,-7.8,0.69,1.5,0.3,-18.4,0.1,16.9
CCOC(=O)C1=C(C)NC(C)=C(C(=O)OCC)C1c1ccc(O)cc1,-9.1,-1.0,-23.3,.,-2.9,-0.9,-55.9,0.6,-10.1
Cc1ccc(/C(N)=N/OC(=O)COc2ccc(Cl)c(C)c2)cc1,-0.7,3.0,-5.4,0.798,1.2,0.7,-2.2,0.2,.
Cc1cc(-c2nc3ncccc3o2)ccc1NC(=O)CC(C)C,-18.2,-4.8,0.1,0.239,-0.1,0.2,-266.0,1.7,11.1
COc1ccccc1NC(=O)c1ccc(S(=O)(=O)N2CCOCC2)cc1,1.3,-6.7,-15.7,.,1.3,0.1,15.5,-0.1,-0.6
CCOC(=O)CSC1=C(C#N)C(c2ccccc2OCC)C(C(=O)OCC)C(=O)N1 (configuration not stated),-5.5,-6.7,-19.5,.,-0.2,0.8,8.7,0.8,-2.4
Cc1cc(Oc2ccccc2)nc(SCC(N)=O)n1,-5.8,3.0,-9.1,.,0.2,0.7,-12.1,0.1,-0.9
Cc1ccc(C)c(NC(=O)CCc2ccc(S(=O)(=O)NC3CCCCC3)cc2)c1,-4.8,-6.7,-6.2,-1.79,-2.0,-1.4,1.9,-0.8,1.7
O=C(O)COc1c(Cl)cc(/C=C2\NC(=O)NC2=O)cc1Br,8.4,1.8,-20.5,0.543,1.7,1.5,-1.3,3.6,-3.0
Cc1cc(N2CCN(C)CC2)n2cc(-c3ccc(F)cc3)nc2n1,-6.6,-4.2,-4.5,.,-2.5,0.9,-498.9,-0.5,-1.6
COc1ccc(NC(C)=O)cc1NC(=O)c1ccc(C#N)cc1,-7.4,1.5,-37.1,-0.212,-0.4,0.6,-26.4,12.1,7.2
Cc1ccc(N(C(=O)c2ccc(S(=O)(=O)N3CCOCC3)cc2)C2C=CS(=O)(=O)C2)cc1C (configuration not stated),-4.0,0.8,-2.4,1.31,1.4,-0.6,-26.5,-0.7,-6.4
COc1ccc(C(=O)OCC[N+]2(C)CCOCC2)cc1,-13.4,31.3*,-35.9,0.12,-0.2,-0.3,26.2,0.6,-2.3
CCn1c(-c2ccccc2)c[nH]c1=S,-5.8,3.8,-21.2,0.0626,-1.3,0.8,-38.7,0.3,2.5
COc1ccc(C)cc1S(=O)(=O)N(C)CC(=O)N1CCC(C(N)=O)CC1,-2.7,2.3,-2.6,-0.17,-0.4,1.7,-6.5,0.1,-87.0
COc1ccccc1-c1c(-c2ccc(OCC(=O)NN)cc2O)n[nH]c1C(F)(F)F,1.3,3.2,-12.6,-0.336,1.0,1.2,21.6,1.2,-4.8
CC1CCCN(C(=O)C2CCCN(S(=O)(=O)c3cccc4nsnc34)C2)C1 (configuration not stated),-4.5,1.1,-12.7,.,0.3,-0.7,-19.4,-0.1,5.8
O=C(OCC(=O)N1CCc2ccccc2C1)c1cccs1,1.4,4.5,-6.5,-0.187,0.8,1.4,23.4,0.6,6.2
O=C(C1CCN(CC2CCCCC2)CC1)N1CCCC1,-2.2,-5.5[fluorescence artefact?],-22.4,-0.246,1.7,0.2,6.6,1.9,0.9
O=C(O)/C=C\C(=O)Nc1cccc(C(=O)Nc2cccc(O)c2)c1,5.0,-5.8,-0.4,.,-0.6,0.0,-18.4,22.5,-33.6
O=C(N/N=C/c1ccc(Cl)c([N+](=O)[O-])c1)c1cnccn1,-14.3,4.3,-7.9,-0.0577,0.5,0.8,15.8,-0.3,-2.6
C=CCn1c(SCCOc2ccc(OC)cc2)nnc1C(CO)NC(=O)c1ccc(OC)cc1 (configuration not stated),3.3,1.6,-4.3,-0.969,-1.0,-0.4,-48.2,-0.1,-0.5
Cc1cc(N=Cc2c(O)n(-c3ccc4c(c3)OCO4)c(=O)c3ccccc23)ccn1,-29.5,7.5,-76.7,-0.729,-4.7,-1.1,-238.6,-0.6,-12.3
COc1ccc(CCC(=O)N2CCN(S(=O)(=O)c3ccc4ccccc4c3)CC2)cc1,1.0,4.0[fluorescence artefact?],-24.6,0.335,0.6,-0.5,6.6,-0.1,0.1
N#CCCN(Cc1cccnc1)C(=O)Nc1ccccc1,10.2,-5.3,-11.3,0.226,0.0,0.3,-10.7,1.3,-3.1
Cc1cc(/C(N)=N/OC(=O)Nc2ccccc2)no1,-6.9,-0.9,-2.1,1.11,3.1,1.7,-17.7,-0.3,4.0

Some of these compounds in order of the KCC2 mod value, lowest first:
mol | Mdm2 ligase inh | eIF4E-4G inh | EBV gp42 block | KCC2 mod | PERK inh | m-calpain inh | Rad51 HR inh
O=C(C1CCN(CC2CCCCC2)CC1)N1CCCC1 | -2.2 | -5.5[fluorescence artefact?] | -22.4 | -0.246 | 0.2 | 6.6 | 0.9
COc1ccc(CCC(=O)N2CCN(S(=O)(=O)c3ccc4ccccc4c3)CC2)cc1 | 1.0 | 4.0[fluorescence artefact?] | -24.6 | 0.335 | -0.5 | 6.6 | 0.1
Cc1cc(/C(N)=N/OC(=O)Nc2ccccc2)no1 | -6.9 | -0.9 | -2.1 | 1.11 | 1.7 | -17.7 | 4.0

Next section:
molecule,Mdm2 ligase inh,eIF4E-4G inh,EBV gp42 block,KCC2 mod,TNF necrop inh,PERK inh,m-calpain inh,zVAD death inh,Rad51 HR inh
Cc1[nH]c2ccccc2c1C(=O)CN1C(=O)C(=O)N(C2CCCC2)C1=O,1.7,-1.8,0.8,1.09,0.0,0.5,-16.9,0.4,.
CCN(CC)c1ccc(C(=O)OCC(=O)NC(C)(C)C)cc1,.,-7.6,41.9,.,4.7,0.2,-9.9,0.6,8.8
Cc1nnc(SCC(=O)N2CCN(S(=O)(=O)c3ccc(Cl)cc3)CC2)n(N)c1=O,-18.7,-9.4,-21.4,-0.17,1.5,0.5,-0.4,-0.2,-3.0
COCCn1c(-c2ccc(OC(F)(F)C(F)C(F)(F)F)cc2)nc2c1c(=O)[nH]c(=O)n2CC(C)C (configuration not stated),-0.6,2.3,-7.5,0.0405,1.1,-0.8,14.8,0.3,5.5
O=C(NCc1ccc2c(c1)OCO2)c1ccc2c(c1)OCCO2,-10.7,68.7*,-20.5,-0.125,0.7,-0.2,18.6,0.1,2.7
CN(Cc1ccccc1NS(=O)(=O)c1ccc(Cl)cc1)C1CCCCC1,-6.6,-1.2,-20.7,0.877,0.8,-0.7,15.2,-0.2,-2.1
O=C(CSc1nc(Nc2ccccc2)nc(N2CCOCC2)n1)Nc1ccccc1Cl,-17.5,-2.2,-6.5,.,2.2,0.7,-10.5,33.8,1.7
COc1ccc(-c2nnc(COc3ccc4ccccc4c3)o2)cc1OC,-10.3,5.7,2.8,-0.209,0.6,1.1,-39.2,0.3,1.9
CCCc1nc2c(c(=O)c3ccccc3n2C)c(=O)n1-c1cc(C)cc(C)c1,-9.5,1.7,-4.4,-2.43,-7.2,-0.9,-7.7,9.8,20.0
Cc1ccc(-n2c(=O)c3ccccc3n(CC(=O)C(C)(C)C)c2=O)cc1,-90.3,1.4,5.8,0.235,-0.9,-0.2,3.1,-1.0,-8.7
CCOC(=O)c1sc(NC(=O)COC(=O)C(CCSC)NC(C)=O)nc1C (configuration not stated),-7.1,2.8[fluorescence artefact?],6.7,-0.303,0.7,0.5,2.8,0.0,1.6
Cc1ccc[n+](-c2[nH]c(=O)sc2/C=N/NC(=O)c2ccccc2[O-])c1,-12.4,0.0,52.9*,0.576,0.7,0.3,36.5,0.4,-15.1
CC(=O)Oc1ccc(NC(=O)Cc2ccccc2)cc1,3.8,-0.6,-14.3,0.633,-0.2,0.6,13.3,1.2,-6.0
CCN(/N=C/c1ccc(N(C)C)cc1)c1nc2ccccc2[nH]1,10.9,-0.9,2.9,1.42,2.5,0.5,28.9,-1.6,9.9
CCC(CC)C(=O)N1CCCC(c2nc(-c3cccs3)no2)C1 (configuration not stated),-14.6,18.3,-2.7,-2.87,0.2,-2.1,7.7,0.7,-0.8
Cc1[nH]c2ccccc2c1/C=N/NC(=O)CNC(=O)c1ccco1,-4.3,5.8,-22.6,0.675,2.3,1.9,-6.0,-0.1,11.0
O=C(Cc1ccc(Cl)cc1Cl)Nc1ccc(OC(F)F)c(Cl)c1,-10.1,5.4[fluorescence artefact?],-7.2,0.978,3.3,0.1,-11.2,0.7,-1.2
Cc1ccc2[nH]c(C(=O)O)c(NC(=O)c3ccccc3[N+](=O)[O-])c2c1,-2.6,-1.0,-2.9,-0.28,2.1,1.2,-11.2,2.3,7.4
C=CCNC(=O)c1cc2nc(C3CC3)cc(C(F)F)n2n1,-5.3,3.3,22.3,.,0.0,-0.3,-21.9,-1.0,3.2
